SMN2 splice up – increases expression of the SMN2 splice variant; HEK293 SMN2-luciferase splicing reporter, luminescence, 30-36 h; Potency, µM (doses to about 46.1 µM), for the others: at the top dose activity change, positive = activation, hits mostly activators; actives 2.8% (n = 210,000); note: % of control where 0% means no effect; nearly all actives have a fitted effect of over 55% in size
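qHTS luciferase splicing reporter: luminescence rises when SMN2 exon 7 is included in transfected HEK293 cells. Compound exposure lasted 30-36 h at 37C, with 4.5 mM final sodium butyrate as control, followed by a ONE-Glo read.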
Luc counter – blocks Kinase-Glo luciferase, a counter-screen artifact | Kinase-Glo luciferase, ATP luminescence, 8 min | AID 1379 | Q27757 | Potency, µM (doses to about 38.3 µM), inactives show at the top dose activity change, negative = inhibition, most hits filed as inhibitors | actives 0.28% (n = 200,000); note: % is set by controls: 0 for no effect and ±100 for the full control effect; nearly all actives have a fitted effect of over 60% in size
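Luminescence was the read-out, taken after 8-minute incubation at ambient temperature. Luciferase turned over luciferin with 10 uM ATP in imidazole pH 7.2 buffer containing KCl, MgCl2, Tween 20 and BSA.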
LMNA splice mod – LMNA splicing modulation | actives 0.01% (n = 200,000) | AID 1487 | HeLa LMNA splicing GFP/RFP minigene ratio, 48 h | Potency, µM (series often up to 46.1 µM), without a hit: at the highest dose ratio change, negative = inhibition, actives largely listed as inhibitors; active = well fitted inhibition curve with a large enough effect in the signal ratio, with a control signal flat, not every such curve was filed as active; inconclusive = small, poorly fitted or top-dose-only effect, or effect the other way, or a change in a side signal; the % refers to the signal ratio; note: % is set by controls: 0 for no effect and ±100 for the full control effect
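Read-out is the ratio of GFP to DsRed2 object intensity, acquired by 488 nm laser-scanning cytometry on HeLa lamin A-EGFP minigene reporter cells. Compound incubation 48 hrs at 37 °C in Opti-MEM with 2% FBS; DMSO 0.5% final.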
L3MBTL1 block – blocks human L3MBTL1. actives 0.66% (n = 230,000). Potency, µM (top dose mostly 57.1 µM), inactives show top-dose activity, negative = inhibition, usual class: inhibitors. AlphaScreen L3MBTL1–H3K9me1 peptide binding. AID 485360; note: % is set by controls: 0 for no effect and ±100 for the full control effect; nearly all actives have a fitted effect of over 60% in size
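AlphaScreen proximity signal between nickel-chelate acceptor and streptavidin donor beads (final 10 ug/mL) reports binding of 50 nM L3MBTL1 to 75 nM biotin-H3 K9me1 peptide; complex incubated with compounds 30 min at room temperature; cefsulodin titration as control.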
Tau fibril ThT – tau fibrillization inhibition (ThT binding); Potency, µM (doses to about 57.4 µM), inactives show at the highest dose activity, negative = inhibition, actives largely listed as inhibitors; P10636; actives 2.1% (n = 270,000); recombinant tau K18 P301L, heparin-induced fibrillization, ThT fluorescence; note: % is set by controls: 0 for no effect and ±100 for the full control effect; nearly all actives have a fitted effect of over 55% in size
Target sequence (P10636 561-689 P618L limits assumed): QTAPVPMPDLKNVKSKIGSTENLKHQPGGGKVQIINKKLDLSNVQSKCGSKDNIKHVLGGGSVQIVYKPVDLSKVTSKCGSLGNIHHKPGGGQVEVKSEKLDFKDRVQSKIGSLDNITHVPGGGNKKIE
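Fibril formation assay: tau K18 P301L at 15 uM with trace Alexa 594 label, heparin inducer 20 uM, pH 7 sodium acetate buffer, 37 C for 6 hr; endpoint ThT signal.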
ALDH1A1 inh – inhibitors of human aldehyde dehydrogenase 1A1; Potency, µM (doses to about 75.3 µM), for the others: top-dose activity, negative = inhibition, hits mostly inhibitors; P00352; Purified ALDH1A1, NADH fluorescence, propionaldehyde substrate; actives 7.3% (n = 220,000); active = well fitted inhibition curve with a large enough effect, not every such curve was filed as active; inconclusive = small, poorly fitted or top-dose-only effect, or another doubt; inactive = no such curve, though single readings can be large or run the other way;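 note: plate controls were no enzyme wells and a reference inhibitor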
RECQ1 inh – inhibitors of human RECQ1 DNA helicase. P46063. RECQ1 DNA unwinding, red fluorescence kinetic read. Potency, µM (top dose mostly 57.3 µM), for inactives: at the top dose activity, negative = inhibition, actives largely listed as inhibitors. actives 0.54% (n = 240,000). AID 2549;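 note: plate controls were vehicle for no effect and no enzyme for full effect; nearly all actives have a fitted effect of over 30% in size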
Target sequence (P46063 whole entry, looked up): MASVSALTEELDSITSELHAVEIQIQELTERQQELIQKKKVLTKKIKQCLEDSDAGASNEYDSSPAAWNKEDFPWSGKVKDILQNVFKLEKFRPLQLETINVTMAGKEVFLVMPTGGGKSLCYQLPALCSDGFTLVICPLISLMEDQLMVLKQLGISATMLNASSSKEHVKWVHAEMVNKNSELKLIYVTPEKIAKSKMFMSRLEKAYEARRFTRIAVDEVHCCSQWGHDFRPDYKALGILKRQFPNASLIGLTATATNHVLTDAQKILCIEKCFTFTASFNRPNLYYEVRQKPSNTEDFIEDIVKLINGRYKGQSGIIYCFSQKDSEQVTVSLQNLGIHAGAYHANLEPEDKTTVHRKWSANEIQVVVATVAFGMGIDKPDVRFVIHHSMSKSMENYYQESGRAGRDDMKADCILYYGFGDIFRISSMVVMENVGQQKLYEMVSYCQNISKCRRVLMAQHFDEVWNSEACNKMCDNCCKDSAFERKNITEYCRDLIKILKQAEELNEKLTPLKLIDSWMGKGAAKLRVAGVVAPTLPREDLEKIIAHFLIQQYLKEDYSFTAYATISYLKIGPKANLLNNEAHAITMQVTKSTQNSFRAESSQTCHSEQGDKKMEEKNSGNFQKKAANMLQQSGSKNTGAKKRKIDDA
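RECQ1T1 50 nM; forked duplex (20 bp + 30-nt ss tails) 200 nM, ATP 2 mM final; pH 8.0, 2 mM MgCl2, 2.5 ug/ml poly(dI-dC); 15 min compound preincubation; discontinuous kinetic read over 2 h at RT.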
KDM4E inh – inhibitors of human JMJD2E histone demethylase | Potency, µM (series often up to 57.1 µM), without a hit: at the top dose activity change, negative = inhibition, most hits filed as inhibitors | AID 2147 | actives 1.6% (n = 230,000) | B2RXH2 | JMJD2E catalytic domain, FDH-coupled NADH fluorescence (FDH is formaldehyde dehydrogenase); active = well fitted inhibition curve with a large enough effect, not every such curve was filed as active; inconclusive = small, poorly fitted or top-dose-only effect, or another doubt; inactive = no such curve, though single readings can be large or run the other way;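 note: 0% = wells with enzyme and -100% = buffer wells without enzyme; nearly all actives have a fitted effect of over 50% in size; many of its hits are not listed in these tables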
Target sequence (B2RXH2 1-337 limits assumed): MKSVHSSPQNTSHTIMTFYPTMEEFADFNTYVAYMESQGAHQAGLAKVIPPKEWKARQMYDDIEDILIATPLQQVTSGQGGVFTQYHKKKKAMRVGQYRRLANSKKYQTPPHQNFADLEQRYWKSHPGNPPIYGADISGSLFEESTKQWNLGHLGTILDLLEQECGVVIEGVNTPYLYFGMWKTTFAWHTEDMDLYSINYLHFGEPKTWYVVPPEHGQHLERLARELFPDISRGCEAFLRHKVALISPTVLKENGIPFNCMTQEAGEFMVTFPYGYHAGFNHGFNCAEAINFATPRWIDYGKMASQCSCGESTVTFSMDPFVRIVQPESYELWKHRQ
Starred values were filed as active, the others as inactive; i = inactive; ? = inconclusive; . = not tested or not shown; [ ] = another dose, or the depositor's remark. Unless noted, calls come from the whole dose curve; as a rule, active = well fitted curve in the direction sought with a large enough effect; inconclusive = small, poorly fitted or top-dose-only effect, or another doubt; inactive = no such curve, though single readings can be large; an effect the other way counts as inactive or inconclusive. Potency is the fitted concentration of half-maximal effect.

SMILES	SMN2 splice up	Luc counter	LMNA splice mod	L3MBTL1 block	Tau fibril ThT	ALDH1A1 inh	RECQ1 inh	KDM4E inh
Cc1cc(C)c(C(=O)COC(=O)[C@H](C)Nc2ccc(C(F)(F)F)cc2[N+](=O)[O-])c(C)c1	19.0%	-4.7%	6.3%	.	?	5.7%	-4.0%	1.5%
O=C(Nc1nccs1)c1cccc(N2C(=O)C3C4C=CC(C4)C3C2=O)c1 (stereo not given)	-7.7%	-0.8%	?	2.3%	1.1%	0.7%	-0.6%	-3.9%
Cc1ccc(-n2ncc(C#N)c2N)cc1	.	.	.	-1.2%	-1.2%	.	13.2%	2.6%
COc1ccc(N(CC(=O)NCc2cccc(OC)c2)S(=O)(=O)c2c(C)noc2C)cc1	-12.4%	1.6%	7.5%[0.0737 µM]	-0.4%	-1.6%	1.2%	5.0%	2.6%
COc1ccc(-c2nn(-c3ccccc3)cc2C(=O)Nc2nc(CC(C)=O)ns2)cc1	-22.3%	0.0%	?	-3.1%	-7.4%	?	-5.1%	?
COc1cccc(CN(C)CC(=O)Nc2c(C)cccc2C(C)C)c1	-19.6%	1.6%	.	-11.2%[11.4 µM]	-4.4%	2.7%	i	-3.0%
CCCCNc1ncnc2c1cnn2-c1ccc(Cl)cc1	5.01µM*	0.1%	?	1.9%	0.0%	-10.7%	i	?
CC(C)(C)NS(=O)(=O)c1ccc(CCC(=O)Nc2ccc3c(c2)OCCO3)cc1	-8.3%	-0.2%	-15.0%	-12.8%	-10.2%	3.98µM*	-1.5%	8.3%
O=C(N/N=C/c1ccc([N+](=O)[O-])o1)c1cn(-c2ccccc2)nc1-c1ccc(F)cc1	2.2%	-0.1%	.	-7.1%	-9.2%	-10.2%	i	8.1%
COC(=O)C(C)Sc1nc2c(c(=O)n1-c1ccccc1)SCC2 (stereo not given)	1.4%	-2.1%	6.9%	-12.8%	-9.8%	3.16µM*	-4.4%	-4.5%
CCC(=O)Nc1ccc(N2CCN(Cc3ccccc3)CC2)cc1	-2.4%	-1.4%	2.7%	0.8%	-11.8%	15.7%	i	4.0%
O=C(Nc1ccc2nc(-c3cccs3)c(-c3cccs3)nc2c1)N1CCOCC1	-52.2%[inhibitor]	0.9%	-4.5%	-8.1%	?	?	13.9%	?

The closing 3 records of the part before come first, to join the parts.
SMILES	SMN2 splice up	Luc counter	LMNA splice mod	L3MBTL1 block	Tau fibril ThT	ALDH1A1 inh	RECQ1 inh	KDM4E inh
COC(=O)C(C)Sc1nc2c(c(=O)n1-c1ccccc1)SCC2 (stereo not given)	1.4%	-2.1%	6.9%	-12.8%	-9.8%	3.16µM*	-4.4%	-4.5%
CCC(=O)Nc1ccc(N2CCN(Cc3ccccc3)CC2)cc1	-2.4%	-1.4%	2.7%	0.8%	-11.8%	15.7%	i	4.0%
O=C(Nc1ccc2nc(-c3cccs3)c(-c3cccs3)nc2c1)N1CCOCC1	-52.2%[inhibitor]	0.9%	-4.5%	-8.1%	?	?	13.9%	?
NC1(C(=O)O)CCCCC1	10.6%	-1.5%	?	.	-5.3%	-6.3%	-6.8%	-13.1%
CC(C)CC(NC(=O)c1ccccc1)C(=O)OCC(=O)Nc1ccc(Br)cn1 (stereo not given)	1.8%	1.7%	-4.6%	9.1%	-4.7%	12.6%	-1.0%	1.1%
Cc1cc(C)c(NC(=O)c2ccccc2CCc2ccccc2)c(C)c1	-9.2%	-3.5%	16.9%	2.5%	-8.8%	7.6%	-7.3%	-7.6%
O=S(=O)(c1ccc(Cl)cc1)n1ccc(-c2cccc(OCc3c(F)cccc3Cl)c2)n1	-27.3%	3.7%	0.1%	14.3%	-2.7%	4.7%	-10.2%	0.5%
Cc1cc(CSc2ccccc2)ccc1NC(=O)c1ccc(C)c([N+](=O)[O-])c1	-12.8%	0.4%	-0.3%	-3.7%	5.4%	-4.5%	1.6%	-3.0%
CCc1ccc(NC(=O)Cc2ccc(-n3cccc3)cc2)cc1	0.0%	-1.7%	-2.5%	-5.1%	-5.0%	0.9%	i	0.3%
CC(C)C(=O)Nc1ccc2nn(-c3ccccc3)nc2c1	7.94µM*	-0.8%	4.2%[46 µM]	3.3%	-11.2%	?	i	?
Cc1ccc(N/C(N)=N/c2nc(CSc3ccccn3)cc(=O)[nH]2)c(C)c1	.	3.2%	11.1%[46 µM]	5.7%	-15.2%	-4.5%	-6.4%	0.8%
Cc1ccc(S(=O)(=O)N(C)c2c(C)ccc(S(=O)(=O)N3CCN(C=O)CC3)c2C)cc1	-23.2%	0.9%	-16.1%	-5.3%	-8.5%	-8.1%	-7.5%	-0.5%
O=C(c1cc2ccccc2oc1=O)N(c1ccc(Cl)cc1)C1C=CS(=O)(=O)C1 (stereo not given)	-37.9%[inhibitor]	3.5%	?	1.3%	4.4%	-0.5%	1.4%	-11.4%
O=C(Nc1nccs1)c1ccc(-c2ccc(F)cc2)o1	11.2µM*	-5.0%	.	-16.1%	-11.4%	22.4µM*	i	-4.1%
CCOC(=O)CSc1nc(N)c(C(=O)Nc2ccc(N(C)C)cc2)s1	-4.5%	11.0%	-11.6%	-17.6%	15.8µM*	?	i	3.1%
Cc1n[nH]c(C)c1S(=O)(=O)NCCc1ccc(Cl)cc1	-7.1%	-2.8%	-17.7%	.	-4.7%	0.2%	i	2.1%
N/C(=N\OC(=O)CCC1CCCC1)c1ccccn1	?	-23.9%	-10.6%	4.5%	-2.7%	-0.3%	-5.0%	-5.8%
Cc1oc(-c2ccccc2)cc1C(N)=O	23.1%	4.2%	-11.8%	-0.4%	-6.2%	15.2%	i	8.1%
Cc1ccc(C(=O)n2nc(-c3ccco3)nc2N)cc1	10.4%	-0.7%	0.8%	-1.6%	?	?	-1.3%	?
COc1ncc2nc(-c3cccc(C#N)c3)c(=O)n(CCC#N)c2n1	-2.1%	1.0%	.	.	.	?	-13.2%	.
CCn1c2ccccc2c2cc(NC(=O)C(C)Oc3ccc(OC)cc3)ccc21 (stereo not given)	-31.0%[inhibitor]	-2.1%	3.4%	-11.5%	-14.5%	?	-7.8%	?
Cc1c(Cl)cccc1NC(CC(=O)c1ccccc1)C(=O)OCC(=O)c1cccs1 (stereo not given)	.	.	-7.9%	-4.6%	10.3%	0.6%	11.3%	-1.7%
COc1cccc(OC)c1C(=O)Nn1c(-c2cccs2)nc2ccccc2c1=O	4.6%	1.4%	?	2.3%	-1.8%	-12.4%	i	-5.5%
COc1ccc(C(c2nnnn2C2CCCC2)N2CCN(C3CCCC3)CC2)cc1OC (stereo not given)	27.4%	-0.3%	-4.5%	6.5%	0.6%	-0.6%	-10.4%	1.7%
COc1ccc2nc(NC3=NCCC3)sc2c1	?	-4.9%	3.5%	1.1%	-11.9%	8.2%	5.0%	1.0%
Cc1ccc(NC(=O)CSc2nc3c(c(=O)[nH]2)CCC3)cc1C	-28.8%	0.6%	?	-2.8%	-9.7%	?	i	0.3%
CCCn1c(SCC(=O)Nc2cccc(C)n2)nnc1-c1ccco1	-13.2%	-0.5%	6.4%	2.0%	-4.4%	-7.4%	i	5.9%
CN(C(=O)COC(=O)c1cncc(Br)c1)C1CCS(=O)(=O)C1 (stereo not given)	7.0%	0.2%	-9.3%[46 µM]	6.7%	2.8%	1.8%	-11.1%	20.0%
N/C(Cc1ccc(Cl)cc1)=N\OC(=O)c1ccccc1	-3.0%	17.1%	5.2%	.	-11.6%	-1.4%	-9.5%	-0.3%
COC(=O)c1cnn(-c2ccc(F)cc2F)c1/C=N/NC(=S)NC(C)(C)C	.	.	.	-18.8%	-9.5%	.	i	-0.6%
Cc1cc(C)cc(C(=O)NCCCc2ccccc2)c1	-2.3%	-4.6%	.	3.3%	-7.2%	2.0%	i	?
Cc1cccc2sc(NC(=O)C3CCN(S(=O)(=O)c4cc([N+](=O)[O-])ccc4Cl)CC3)nc12	-38.9%[inhibitor]	2.6%	?	?	?	7.08µM*	-3.2%	12.6µM*
CCCN(Cc1cc2ccc(C)cc2[nH]c1=O)C(=O)c1ccccn1	11.7%	12.6%	4.2%	1.6%	-11.5%	?	i	?
O=C(Nc1ccccc1OC(F)(F)F)c1ccc([N+](=O)[O-])cc1	.	-0.6%	.	-11.9%	-17.6%	0.8%	-0.7%	-19.2%
CC(=O)Oc1ccc2oc(C)c(C(=O)N3CCOCC3)c2c1	2.4%	-3.1%	1.1%	0.4%	-5.8%	-2.8%	4.4%	3.9%
CC12CCC(C(=O)N(CC3CO3)C1=O)C2(C)C (stereo not given)	.	-1.2%	.	6.0%	5.9%	1.1%	i	-0.9%
Nc1nonc1-c1noc(-c2ccccc2Br)n1	?	-3.3%	-8.6%	4.9%	-2.0%	14.7%	i	-1.7%
CCC(C)N1CCN(S(=O)(=O)c2ccc(NC(C)=O)cc2)CC1 (stereo not given)	.	-3.7%	.	4.2%	-11.5%	-9.6%	-6.0%	?
Cc1nc(C)c(C(=O)C2=C(O)C(=O)N(CCCn3ccnc3)C2c2ccccc2)s1 (stereo not given)	4.7%	-1.9%	14.9%	-0.6%	2.1%	-3.4%	-10.3%	10.7%
O=C1NC(=S)CN1c1ccccc1	.	.	.	6.3%	31.6µM*	.	i	?
O=C(COC(=O)COc1ccccc1[N+](=O)[O-])Nc1cccc(Br)c1	18.2%	-2.0%	0.3%	11.5%	-4.7%	-15.1%	-14.1%	-7.3%
CC(C)C(c1nnnn1C(C)(C)C)N1CCC(Cc2ccccc2)CC1 (stereo not given)	-48.8%[inhibitor]	1.9%	?	30.6%	-11.9%	22.4µM*	-1.8%	-1.6%
COc1nc(NCCN2CCOCC2)nc(Nc2ccccc2)n1	.	2.0%	-4.3%	.	-4.1%	4.0%	2.1%	5.9%
Cc1cc(=O)n2[nH]c(N)c(N=Nc3ccccc3)c2n1	18.5%	-9.8%	?	-2.5%	?	-6.8%	-11.7%	-1.7%
Cc1cc(C)c2sc(C)[n+](CCCS(=O)(=O)[O-])c2c1	-9.8%	0.5%	.	?	-1.0%	0.9%	18.2%	-6.2%
O=C(CNC(=O)c1ccccc1F)OCc1csc(-c2ccccc2)n1	2.8%	-3.4%	?	1.1%	-1.8%	-11.9%	-5.1%	6.5%

High-throughput results from PubChem.

An excerpt; the hit share may differ from the screen's.
